Dicer processing – inhibitors of Dicer pre-microRNA processing, primary screen, biochemical, cat-ELCCA, chemiluminescence; 6% of 47,000 active; Endoribonuclease Dicer (Homo sapiens), Q9UPY3; cat-ELCCA pre-miR-21 Dicer processing; active compounds read high; z-score at 25 µM; in the data active means z-score above about 3, passing the limit was not always enough;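 further: plate controls were vehicle for no effect and no enzyme for full effect; higher signal means more uncleaved substrate so more Dicer inhibition; strong numbers were not always called active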
Active calls of the source: *.

structure	Dicer processing
COC(=O)C1=C(C)NC(C)=C(C(=O)OCC(C)C)C1c1ccccc1[N+](=O)[O-] (stereo not drawn)	3.86*
CCOC(=O)NC(Nc1ccc(F)cc1F)(C(F)(F)F)C(F)(F)F	1.14
O=C1CC(c2ccccc2)n2ncnc2N1 (stereo not drawn)	-0.12
Oc1ccc(/C=C/c2ccc(/C=C/c3ccc(O)cc3)c(Br)c2)cc1	0.15
COC(=O)C1C(c2ccccc2)C(C(=O)OC)S(=O)(=O)CS1(=O)=O (stereo not drawn)	1.48
C/C(=N/OC(=O)Nc1ccccc1Cl)C1CC1	-1.45
O=C(O)CCS/C=C/c1ccccc1	16.7
O=C(Cn1nnc(-c2ccccc2Oc2ccc(Cl)cc2Cl)n1)NNC(=S)Nc1cc(Cl)cc(Cl)c1	6.31*
COc1cc(OC)cc(-c2nc3n(n2)C(c2cccc(OC)c2OC)C2=C(CC(C)(C)CC2=O)N3)c1 (stereo not drawn)	0.32
COC(=O)c1cc(-c2cc(OC)ccc2OC)no1	0.69
C=CCNc1oc(-c2ccc(C)cc2)nc1C#N	-0.92
O=C(COc1ccc(Cl)cc1Cl)NC1=NCCS1	-1.24
CCOC(=O)/C(N=Nc1ccccc1C)=C(\C)O	-0.12
COc1cccc(C(=O)CC2(O)C(=O)N(Cc3ccccc3)c3ccc(Br)cc32)c1 (stereo not drawn)	0.23
Cc1ccc(N2CC(=O)N(/N=C/c3ccc4c(c3)OCO4)CC2=O)cc1	3.3*
Oc1ccc(C2Nc3ccc4ccccc4c3C3C=CCC32)cc1 (stereo not drawn)	1.1
Cc1c(O)nc2sc3ccccc3n2c1=O	-0.14
CSc1ccc(C2Nc3ccccc3NC3=C2C(=O)CC(C)(C)C3)cc1 (stereo not drawn)	0.47
Cc1cc(C(F)F)n2nc(C(=O)Nc3cc(Cl)ccc3O)nc2n1	2.5
O=S(=O)(Nc1nc2ccccc2nc1NCCc1ccccc1)c1ccc(Cl)cc1	2.75
COc1cc(C2c3c(oc4ccccc4c3=O)C(=O)N2c2nccs2)cc(Br)c1O (stereo not drawn)	-1.01
Cc1c(NC(=O)CC2SC(=O)NC2=O)c(=O)n(-c2ccccc2)n1C (stereo not drawn)	2.04
COC(=O)c1sccc1NC(=O)c1cc(C(=O)Nc2ccsc2C(=O)OC)cc(C(C)(C)C)c1	0.28
COc1cc(NC(=O)/C=C/C(=O)O)cc(OC)c1OC	1.37
COc1ccc(N2C(=O)C3ON(c4ccccc4)C(c4ccccc4)C3C2=O)cc1 (stereo not drawn)	-0.1
COc1ccc(-c2cc(=O)c3cc(OCC(=O)OC(C)C)ccc3o2)cc1	2.14
O=C(O)c1ccc(C(=O)O)c(-c2nc3ccccc3s2)c1	0.52
CS(=O)c1ccccc1-n1c(=O)n(Cc2ccccc2F)c(=O)c2[nH]cnc21 (stereo not drawn)	-1.42
CCOc1ccc(S(=O)(=O)NCc2ccccn2)c(C)c1C	-1.06
COC(=O)c1cc(C(N)=O)c(SC)s1	-0.28
CCOC(=O)c1sc(SC)c(C#N)c1-c1cccs1	0.08
Cc1ccc(S(=O)(=O)NNc2ncnc3c(C)csc23)cc1	-0.24
CCCCOC(=O)C1=C(C)NC2=C(C(=O)CCC2)C1c1cc2c(cc1Br)OCO2 (stereo not drawn)	0.09
Cc1cccn2cc(-c3ccc(F)cc3)nc12	0.34
CC1=C(C(=O)OC(C)C)C(c2ccc(Cl)cc2)C2=C(CCCC2=O)N1 (stereo not drawn)	-1.23
COC(=O)c1ccc(C2Nc3c(C)cc(C)cc3C3C=CCC32)cc1 (stereo not drawn)	0.11
O=c1cc(-c2ccccc2)nc2cc(-c3ccccc3)[nH]n12	0.61
CCN(CC)Cc1c(O)ccc2c(=O)c(-c3ccccc3Cl)coc12	-0.98
CCOc1ccc2c(c1)C(=O)c1cc(O)ccc1-2	1.01
CN(C)c1cc(-c2cccs2)oc(=O)c1Cl	-0.63
Cc1nn(C)c2sc(C(=O)NC3CCCCNC3=O)cc12 (stereo not drawn)	-1.2
Cc1cc(Br)ccc1NC(=O)C1Sc2nnc(C)n2NC1c1ccc(F)cc1 (stereo not drawn)	0.43
CN(C)c1ccc(/C=N/NS(=O)(=O)c2cc(Cl)c(Cl)cc2Cl)cc1	2.29
CN(C)/C=C/C(=O)c1ccccc1C(=O)c1ccccc1	0.03
CCOC(=O)/C(C#N)=C/c1ccc(Cl)c(Cl)c1	0.94
CSc1ccc(C2Nc3ccccc3NC3=C2C(=O)CC(c2ccccc2)C3)cc1 (stereo not drawn)	2.11
N/C(=N\OC(=O)C(Cl)(Cl)Cl)c1ccc(OCc2ccccc2)cc1	0
NNC(=O)CNC(=O)c1ccc(Br)cc1	4.75*
O=C(NCC1CC1)NC(=O)c1ccccc1F	-0.44
Fc1ccc(-c2ccc(-c3nn4c(-c5ccco5)nnc4s3)o2)cc1	-0.64

The list goes on:
structure	Dicer processing
Clc1ccc(OCc2nnc3c4cnn(Cc5ccccc5)c4ncn23)cc1	-0.14
CCOc1ccc(N2CC(O)=C(c3nc4ccccc4c(=O)[nH]3)C2=N)cc1	1.12
COc1ccc(N2C(=O)CC(Nc3ccc(N4CCCCC4)cc3)C2=O)cc1 (stereo not drawn)	-0.3
CCOC(=O)OC(C)OC1=C(C(=O)Nc2ccccn2)N(C)S(=O)(=O)c2ccccc21 (stereo not drawn)	0.19
C=CCNC(=S)NNC(=O)c1sc2nc(C)cc(C)c2c1N	4.17*
Clc1ccc(C2Nc3ccccc3-c3nc4ccccc4n32)cc1Cl (stereo not drawn)	0.42
C=CCn1c(-c2cccs2)nc2ccccc21	125
CCCC1=NN(c2ccccc2)C(=O)C1	-6.7
O=C(C1=C(O)C(=O)N(CCCn2ccnc2)C1c1ccc(F)cc1)c1ccco1 (stereo not drawn)	0.44
O=C(NNC(=O)c1ncc(C(F)(F)F)cc1Cl)c1ccc(Cl)cc1	0.32
O=C(OCc1ccccc1)c1cnc(Nc2ccc(F)cc2)nc1C(F)(F)F	-0.68
O=C(O)c1cc2nc(-c3ccc4c(c3)OCO4)cc(C(F)(F)F)n2n1	-2.05
Cn1c(NC(=O)c2ccco2)cc(=O)n(C)c1=O	0.64
Nc1ccccc1-n1c(=O)n(Cc2ccccc2F)c(=O)c2[nH]cnc21	-1.4
CC(C)(C)/C(N)=N/S(=O)(=O)c1cc(C(F)(F)F)cc(C(F)(F)F)c1	-0.81
CC(=O)OC[C@@H](OC(C)=O)[C@@H](OC(C)=O)[C@@H](/C=N/N=C(N)N)OC(C)=O	-1.03
CCC(=O)NNC(=O)c1cc(COc2cc(Cl)cc(Cl)c2)on1	0.24
O=c1[nH]nc(Sc2ncc([N+](=O)[O-])s2)n1-c1ccc2c(c1)OCCO2	-0.92
Cc1ccc(-c2cnc(NCc3cc(Br)ccc3F)n2C)cc1	3.61
Cc1sc2c3ccccc3ccc2[n+]1CCC(=O)O	-6.29
Cc1csc(-c2nc(-c3ccc(C(F)(F)F)cc3)no2)c1	-0.18
COc1ccc(S(=O)(=O)N2CCN(Cc3cc(OC)ccc3OC)CC2)cc1	0.59
O=c1oc(Nc2ccc(C(F)(F)F)cc2)nc2ccccc12	-0.62
O=S(=O)(NCc1ccc(Cl)cc1Cl)c1ccc(N2CCOCC2)nc1	0.9
O=C(ON(C(=O)c1ccc(F)cc1)C1C2CC3CC(C2)CC1C3)c1ccc(F)cc1 (stereo not drawn)	-1.33
O=S(=O)(NCc1ccccc1)c1ccc2c(c1)OCCO2	2.63
N#Cc1c(-c2ccccc2F)cc(-c2cccnc2)nc1N	1.05
Cc1nn2c(C(F)(F)F)cc(-c3ccccn3)nc2c1-c1ccccc1	-1.19
C#Cc1cccc(-n2nnc(C(C)=O)c2C)c1	-0.32
COc1ccc(-c2noc(CSc3nc4ccccc4[nH]3)n2)cc1OC	3.16*

Structures above with a nitro group on carbon (two):
structure	Dicer processing
COC(=O)C1=C(C)NC(C)=C(C(=O)OCC(C)C)C1c1ccccc1[N+](=O)[O-] (stereo not drawn)	3.86*
O=c1[nH]nc(Sc2ncc([N+](=O)[O-])s2)n1-c1ccc2c(c1)OCCO2	-0.92

Further results:
structure	Dicer processing
O=S(=O)(O)c1cc(S(=O)(=O)O)c2cc(O)ccc2c1	1.16
CC(C)C(=O)NNc1ccc(C(F)(F)F)cn1	-0.77
CCOC(=O)Cc1nnc2c(N(CC)c3ccccc3)nc3nonc3n12	2.34
Cc1cc(C)n(-c2nc3ccccc3nc2N2CCN(S(=O)(=O)c3ccccc3)CC2)n1	-0.81
CSc1nc2c(Cl)cccc2c2c1c(=O)n(Cc1ccccc1Cl)n2C	-2.19
Cn1c(NCCO)nc2c1c(=O)n(Cc1cccc(F)c1)c(=O)n2C	2.39
Cc1n[nH]c(C)c1N=Nc1cc(Cl)cc(Cl)c1	-0.41
O=C1c2ccccc2C(=O)N1CNc1ccccc1Oc1ccc(Cl)cc1Cl	-0.05
CC(C)NC(=O)Cn1cc(C(=O)c2ccco2)c2ccccc21	0.03
CCOc1ccc(Br)cc1C1C(C(N)=O)=C(C)Nc2nnnn21 (stereo not drawn)	-1.34
Cc1cc(NC(=S)NN)ccc1Br	4.08*
O=C(Nc1ccccc1)c1cnc(-c2ccc3c(c2)CCO3)s1	-0.12
Cc1ccc(S(=O)(=O)N2CCC(CC3CCN(S(=O)(=O)c4ccc(C)cc4)CC3)CC2)cc1	1.47
CC(=O)c1cc(Cl)cc(Cl)c1OC(=O)c1ccc([N+](=O)[O-])cc1	-0.24
CC1=C(C(N)=O)C(c2ccc(F)cc2)n2nc(-c3ccc(N(C)C)cc3)nc2N1 (stereo not drawn)	0.94
Cc1cc(C)c(C#N)c(Nc2ccc(F)cc2)n1	-0.61
O=c1c2c3c(sc2nnn1Cc1ccccc1)CCCC3	2.26
CC1(C)CC(=O)C2=C(C1)c1c(ccc3ccccc13)NC2c1cccnc1 (stereo not drawn)	-1.15
O=C(/C=C/Sc1c(Cl)cccc1Cl)c1cccc(Br)c1	0.31
CSc1nc2c(Cl)cccc2c2c1c(=O)[nH]n2C	3.57*

Next part, starting with the last 7 of the part before.
structure	Dicer processing
CC(=O)c1cc(Cl)cc(Cl)c1OC(=O)c1ccc([N+](=O)[O-])cc1	-0.24
CC1=C(C(N)=O)C(c2ccc(F)cc2)n2nc(-c3ccc(N(C)C)cc3)nc2N1 (stereo not drawn)	0.94
Cc1cc(C)c(C#N)c(Nc2ccc(F)cc2)n1	-0.61
O=c1c2c3c(sc2nnn1Cc1ccccc1)CCCC3	2.26
CC1(C)CC(=O)C2=C(C1)c1c(ccc3ccccc13)NC2c1cccnc1 (stereo not drawn)	-1.15
O=C(/C=C/Sc1c(Cl)cccc1Cl)c1cccc(Br)c1	0.31
CSc1nc2c(Cl)cccc2c2c1c(=O)[nH]n2C	3.57*
CCCN1C(=O)C2(/C(=C(/O)c3ccc(C)cc3)C(=O)C(=O)N2CC2CCCO2)c2ccccc21 (stereo not drawn)	0.78
C=CCn1c(SCC(=O)Nc2cc(C)nn2-c2ccccc2)nnc1-c1ccc(Cl)cc1	0.52
O=C(NNC(=S)NC12CC3CC(CC(C3)C1)C2)c1cccnc1	-0.32
COc1ccc(-c2cnc3cc(-c4ccc(C)cc4)nn3c2N)cc1OC	-0.16
CCCOC(=O)CNc1n[nH]c(=O)[nH]c1=O	-0.67
Cn1c(=O)c2c(nc(N/N=C/c3ccc(O)cc3)n2Cc2c(Cl)cccc2Cl)n(C)c1=O	4.75
CC(C)CNC(=O)[C@H](C)NC(=O)c1ccc(Cl)cc1Cl	17.7
N#Cc1c(Cl)cccc1N1CCCC1	-1.52
O=C1CC(c2ccsc2)c2c(n[nH]c2-c2ccccc2)N1 (stereo not drawn)	0.3
CCOC(=O)CSc1nc(-c2ccc(F)cc2)cc(C(F)(F)F)c1C#N	3.19*
O=C(CC1(O)C(=O)Nc2ccccc21)c1ccccc1 (stereo not drawn)	0.25
COc1ccc(-c2nnc(Nc3cccc(O)c3)c3ccccc23)cc1	3.91*
COC(=O)c1ccc(Oc2nc(NC(C)(C)C)nc(N(C)C)n2)cc1	1.23
CCn1c(=S)[nH]c2cc(Cl)ccc21	0.69
CCc1cccc(CC)c1Nc1nc2c(Cl)c(Cl)ccc2s1	2.8
COc1ccc(NC(=O)c2ccc([N+](=O)[O-])o2)cc1Cl	3.23*
CN(C)C(=O)Nc1cnccc1C(F)(F)F	0.83
COc1ccc(C2C(C#N)=C(N)Oc3c2c(C)nn3-c2ccccc2)cc1 (stereo not drawn)	-8.66
CSC(=Nc1cc(C(F)(F)F)cc(C(F)(F)F)c1)N1CCCCC1	5.99*
O=C(O)c1cc(S(=O)(=O)N2CCOCC2)ccc1O	-0.17
CCOC(=O)N1CCN(c2ncc3c(n2)CC(c2ccc(OC)c(OC)c2)CC3=O)CC1 (stereo not drawn)	3.47*
Cc1c(C(=O)/C=C/N(C)C)sc(=S)n1CCc1ccc(Cl)cc1	3.19*
Cc1c(NC(=O)Nc2ccccc2)c(=O)n(-c2ccccc2)n1C	1.7
CSc1nc(C)nc(N/C=C2\C(=O)c3ccccc3N(C)S2(=O)=O)n1	-0.05
Cc1nc2cc(Cl)c(Cl)cc2nc1C	1.06
COC(=O)/C=C(\Nc1ccccc1Oc1ccc(Cl)cc1Cl)C(=O)OC	2.01
CCOC(=O)CC(C)Nc1cc(NC(C)=O)ccc1OC (stereo not drawn)	-1.5
CCCCCOc1cccc(C2c3c(oc4ccccc4c3=O)C(=O)N2c2nnc(C)s2)c1 (stereo not drawn)	-1.14

These rows are one share of the data; count on the stated rates, not on these rows.
